# From PubChem
# Pol eta inh = qHTS for Inhibitors of Polymerase Eta. DNA polymerase eta (Homo sapiens), Q9Y253. recombinant Pol eta, fluorescent DNA replication assay. Potency, µM (doses to about 114 µM), for inactives: at the highest dose activity change, negative = inhibition, usual class: inhibitors. 390,000 compounds, 1.2% hits; note: potency is the fitted concentration of half-maximal effect; % is set by controls: 0 for no effect and ±100 for the full control effect
#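 Pol eta at 10 nM preincubated with compounds 15 min at room temperature; reaction started with fluorescent substrate (50 nM final) and read kinetically at 0 and 10 min.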
# LDHA inh = qHTS assay for inhibitors of human lactate dehydrogenase | purified LDHA, NADH/diaphorase-resazurin fluorescence; hits give low values | activity change, % (values are at about 110 or 230 µM) | 480,000 compounds, 0.15% hits | AID 1347041, 2019; in the data active = activity change below about -30%; inconclusive = mostly about -25% to -30%;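 note: plate controls were DMSO wells for no effect and wells without enzyme for full effect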
#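 Human LDH5 (2 nM) was incubated with 0.06 mM NADH and 0.2 mM pyruvate for 5 min at room temperature in Tris pH 7.4. Remaining NADH was coupled through diaphorase/resazurin, and resorufin fluorescence was read at 0 and 20 min.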
# POLI inh = qHTS for Inhibitors of Polymerase Iota; Pol iota fluorescent replication assay, 10 min; AID 588590, 2011; 390,000 compounds, 1% hits; Potency, µM (titrated, usually from 115 µM), without a hit: at the top dose activity, negative = inhibition, hits mostly inhibitors; DNA polymerase iota (Homo sapiens), Q9UNA4; note: potency is the fitted concentration of half-maximal effect
#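 Fluorescent replication assay read twice, at 0 min and 10 min after adding 50 nM (final) substrate. Enzyme (10 nM) and compounds were first incubated 15 min at room temperature; enzyme-free buffer wells were negative controls.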
# Pol kappa inh = qHTS for Inhibitors of Polymerase Kappa; 400,000 compounds, 0.53% hits; DNA polymerase kappa (Homo sapiens), Q9UBT6; purified Pol kappa, fluorescent DNA synthesis assay, 10 min; AID 588579, 2011; Potency, µM (titrated, usually from 107 µM), without a hit: at the top dose activity, negative = inhibition, most hits filed as inhibitors; note: potency is the fitted concentration of half-maximal effect; % is set by controls: 0 for no effect and ±100 for the full control effect
# Target sequence (Q9UBT6 whole entry, looked up): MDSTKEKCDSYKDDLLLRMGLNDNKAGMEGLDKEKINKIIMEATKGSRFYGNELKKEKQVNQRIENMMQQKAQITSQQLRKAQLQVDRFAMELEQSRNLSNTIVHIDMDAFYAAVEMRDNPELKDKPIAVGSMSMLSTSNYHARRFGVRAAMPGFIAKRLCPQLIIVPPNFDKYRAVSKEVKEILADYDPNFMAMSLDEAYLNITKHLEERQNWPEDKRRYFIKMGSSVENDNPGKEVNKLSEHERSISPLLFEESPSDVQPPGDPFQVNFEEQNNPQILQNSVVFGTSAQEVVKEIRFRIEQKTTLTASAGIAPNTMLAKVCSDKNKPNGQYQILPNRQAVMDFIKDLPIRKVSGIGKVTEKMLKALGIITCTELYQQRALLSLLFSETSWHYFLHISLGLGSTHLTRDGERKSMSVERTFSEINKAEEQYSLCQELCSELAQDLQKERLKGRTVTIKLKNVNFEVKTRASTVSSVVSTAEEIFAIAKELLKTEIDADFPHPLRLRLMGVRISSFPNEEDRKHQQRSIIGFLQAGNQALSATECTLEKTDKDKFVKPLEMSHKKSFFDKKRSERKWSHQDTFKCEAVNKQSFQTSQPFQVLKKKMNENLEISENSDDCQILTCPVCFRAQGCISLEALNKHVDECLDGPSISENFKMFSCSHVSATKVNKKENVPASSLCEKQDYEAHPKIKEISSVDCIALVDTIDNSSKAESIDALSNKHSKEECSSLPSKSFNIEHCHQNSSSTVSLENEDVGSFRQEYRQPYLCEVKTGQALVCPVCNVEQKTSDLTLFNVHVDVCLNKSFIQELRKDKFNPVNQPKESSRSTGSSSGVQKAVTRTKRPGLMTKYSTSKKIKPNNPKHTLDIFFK
#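 Here, compound and 10 nM enzyme are combined for 15 min at room temperature; adding 50 nM substrate (final) starts DNA synthesis, tracked by fluorescence at 0 and 10 min against buffer-only wells.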
# Apoferritin bind = qHTS Assay for Identification of Novel General Anesthetics. Ferritin light chain (Equus caballus), P02791. apoferritin/1-aminoanthracene competitive binding, fluorescence. Potency, µM (titrated, usually from 77.5 µM), for inactives: at the top dose activity change, negative = displacement, most hits filed as inhibitors. 350,000 compounds, 0.074% hits; note: potency is the fitted concentration of half-maximal effect; % is set by controls: 0 for no effect and ±100 for the full control effect; nearly all actives have a fitted effect of over 20% in size
# Target sequence (P02791 2-175 limits assumed): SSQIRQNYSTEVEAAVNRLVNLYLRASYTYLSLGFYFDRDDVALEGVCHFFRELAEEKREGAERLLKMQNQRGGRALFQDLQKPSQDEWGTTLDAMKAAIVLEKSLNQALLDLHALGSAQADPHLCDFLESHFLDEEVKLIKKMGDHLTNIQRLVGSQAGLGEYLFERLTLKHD
#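 Horse-spleen apoferritin (10 uM) in 50% saturated 1-aminoanthracene in PBS was incubated 10 min at room temperature with compound. Fluorescence (ex 380, em 535 nm) was normalized to free and bound 1-AMA, with concentration-response fitted by a four-parameter Hill equation.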
# Glioma ERSR ind = qHTS for Inducers of the Endoplasmic Reticulum Stress Response (ERSR) in Human Glioma: qHTS; Potency, µM, without a hit: at the top dose activation, most hits filed as activators; AID 602332, 2012; 420,000 compounds, 0.02% hits; U87-MG GRP78 promoter luciferase reporter, 16 h; note: potency is the fitted concentration of half-maximal effect; series mostly up to about 76 µM; % of control where 0% means no effect; nearly all actives have a fitted effect of over 35% in size
#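 ERSR induction read as luciferase luminescence (Bright-Glo, 10 min at room temperature) in stably transfected human U87-MG glioma cells exposed to compounds for 16 h, using GRP78 as sensor.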
# BLM helicase inh = qHTS Assay for Inhibitors of Bloom's syndrome helicase (BLM); AID 2528, 2010; 350,000 compounds, 0.2% hits; recombinant BLM DNA unwinding, fluorescence dequenching; RecQ-like DNA helicase BLM (Homo sapiens), P54132; Potency, µM (titrated, usually from 56.1 µM), for the others: at the top dose activity change, negative = inhibition, hits mostly inhibitors;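 note: potency is the fitted concentration of half-maximal effect; plate controls were vehicle for no effect and no enzyme for full effect; nearly all actives have a fitted effect of over 35% in size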
# APEX1 inh = qHTS Assay for Inhibitors of the Human Apurinic/apyrimidinic Endonuclease 1 (APE1) | DNA repair nuclease/redox regulator APEX1 (Homo sapiens), P27695 | recombinant APE1, TAMRA/BHQ-2 abasic DNA cleavage fluorescence | Potency, µM (top dose mostly 65.8 µM), inactives show top-dose activity change, negative = inhibition, most hits filed as inhibitors | 350,000 compounds, 0.35% hits;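 note: potency is the fitted concentration of half-maximal effect; plate controls were vehicle for no effect and reference inhibitor for full effect; nearly all actives have a fitted effect of over 55% in size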
#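 APE1 at 0.75 nM final was preincubated with compound 15 min at room temperature, then 50 nM double-stranded THF abasic-site substrate (5'-TAMRA/3'-BHQ-2) was added. Fluorescence (ex 525/em 598 nm) was read kinetically; third-minus-first read gave activity.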
# Pol beta inh = qHTS Assay for Inhibitors of DNA Polymerase Beta | P06746 | Pol beta primer extension/strand displacement, fluorescence kinetic | Potency, µM (series often up to 114 µM), inactives show at the top dose activity change, negative = inhibition, actives largely listed as inhibitors | 340,000 compounds, 1.3% hits | AID 485314, 2010; note: potency is the fitted concentration of half-maximal effect; % is set by controls: 0 for no effect and ±100 for the full control effect
#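 Pol beta (10 nM) and compounds were preincubated 15 min at room temperature, then 50 nM substrate (final) started primer extension/strand displacement. Reads were taken at 0 and 10 min; concentration-response data were fitted to a four-parameter Hill equation.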
# The depositor's hits bear a star; ? = inconclusive; · = not tested or not shown; & = joins results of further samples; [ ] = dose if it differs, or a comment. Unless noted, calls come from the whole dose curve; as a rule, active = well fitted curve in the direction sought with a large enough effect; inconclusive = small, poorly fitted or top-dose-only effect, or another doubt; inactive = no such curve, though single readings can be large; an effect the other way counts as inactive or inconclusive.
No.	SMILES	Pol eta inh	LDHA inh	POLI inh	Pol kappa inh	Apoferritin bind	Glioma ERSR ind	BLM helicase inh	APEX1 inh	Pol beta inh
1	COc1ccc(OC)c(NC(=O)C(C#N)=Cc2ccco2)c1	?	-3	?	-16%	·	-6%	·	·	·
2	O=C(Nc1ccccc1)c1cc(S(=O)(=O)N2CCCCC2)ccc1N1CCOCC1	-19%	-3	13%	0%	·	-3%	·	-10%	·
3	Nc1ncnc(Nc2ccc(F)c(Cl)c2)n1	17%	-7	29%	-7%	-10%	4%	-2%	-1%	5%
4	COC(=O)c1ccc(NC(=O)CCC(=O)c2ccc(F)cc2)cc1	8%	-3	33%	3%	-2%	2%	-3%	37%	4%
5	COCCNC(=O)c1cccc(NC(=O)C2=C(C)OCCS2)c1	-15%	-2	26%	0%	6%	-1%	-1%	0%	6%
6	CSc1ccc(C2C3(C#N)C(N)=NC4(OCCO4)C23C#N)cc1 (configuration not stated)	-3%	-3	4%	-12%	-7%	-4%	-3%	?	21%
7	Cc1nc(CN(C)C(=O)c2ccccc2OC2CCN(S(C)(=O)=O)CC2)cs1	-4%	-4	43%[activator]	-19%	-3%	-1%	-5%	7%	-16%
8	Cc1ccc(C(C)C)c(OCC(=O)Nc2ccc(Cl)cn2)c1	-13%	2	5%	3%	-7%	-6%	-7%	-3%	-13%
9	CC(C)Cc1nnc(NC(=O)c2cc(S(=O)(=O)N(C)C)ccc2N2CCCC2)s1	?	-5	15%	-4%	-11%	-4%	-4%	15%	3%
10	O=C1OCCN1c1c(-c2ccccc2)c(-c2cccs2)nc2c(-c3ccccc3)cccc12	-16%	-3	37%[activator]	-5%	-11%	2%	-8%	24%	-1%
11	COc1ccc2c(c1)Cc1sc(NC(=O)c3ccco3)nc1-2	?	13	18%	-10%	6%	-4%	-10%	-6%	27%
12	COc1ccccc1OCCNc1cc(N2CCCCC2)ccc1[N+](=O)[O-]	-11%	-8	1%	-18%	-13%	3%	-10%	-8%	0%
13	Cn1nnnc1SCc1nc2scc(-c3ccc(Cl)cc3)c2c(=O)[nH]1	?	-10	?	-18%	-5%	-6%	-7%	0%	?
14	CCN1CCN(c2csc3ccc(C)cc3c2=O)CC1	-1%	0	0%	-9%[60.1 µM]	-1%	2%	0%	·	18%
15	CNC(=S)N1N=C(c2cccs2)CC1c1ccc(F)cc1 (configuration not stated)	-14%	3	?	2%	46%[activator]	-5%	-8%	-26%	8%
16	c1coc(CN=C2NC(=NCc3ccco3)c3ccccc32)c1	10%	3	24%	-2%	?	-2%	-3%	4%	28%
17	Nc1nnc(COc2ccccc2)s1	-21%	-1	3%	3%	-14%	0%	0%	14%	-7%
18	CC(=O)c1ccc(NS(=O)(=O)Cc2ccccc2)cc1	-4%	2	5%	-4%	-12%	1%	0%	3%	16%
19	CC(C)N(Cc1cc2ccccc2[nH]c1=O)C(=O)c1ccco1	-8%	5	-28%	-7%	-6%	-2%	-14%	-1%	17%
20	COc1ccc(OC)c(S(=O)(=O)Nc2cc(C(=O)O)ccc2N2CC3CC(C2)c2cccc(=O)n2C3)c1 (configuration not stated)	-3%	0	0%	-7%	-5%	-2%	-1%	-1%	22%
21	O=C1CC2CC1C(C(=O)O)C2C(=O)O (configuration not stated)	?	-7	-2%	-18%	·	-2%	·	·	·
22	Oc1ccc(-c2cccc(-c3ccc(O)cc3)n2)cc1	4%	-9	10%	8%	4%	11%	-2%	-2%	?
23	COc1cccc(CNS(=O)(=O)c2ccc(N3CCCC3=O)cc2)c1	-7%	-4	-16%	-13%	-7%	0%	1%	-13%	15%
24	Cc1ccc(NC(=O)CN(C)C(=O)C2COc3ccccc3O2)cc1 (configuration not stated)	-21%	2	-8%	-3%	-20%	-1%	-7%	?	8%
25	CC1CCCC(C)N1C(=O)C1CC(c2ccc(F)cc2)=NO1 (configuration not stated)	-13%	-10	0%[58.9 µM]	-10%	?	9%	-2%	-1%	17%
26	COc1ccc(-c2nc3cnc(OC)nc3n(-c3ccc(OC)cc3)c2=O)cc1	·	·	·	1%[60.1 µM]	·	-6%	1%	1%	·
27	C=CCOc1cccc(C2/C(=C(\O)c3ccc4c(c3)OCCO4)C(=O)C(=O)N2CCN2CCOCC2)c1 (configuration not stated)	-8%	2	41%	3%	-14%	-2%	0%	32%	17%
28	O=C(Nc1ccncc1)Nc1ccncc1	-10%	2	72%[activator]	8%	-12%	-6%	0%	-2%	26%
29	Cc1ccc(-n2nnnc2SCC(=O)Nc2ccc3c(c2)OCCO3)cc1C	3%	-4	-4%	-11%	1%	-5%	-2%	10%	0%
30	O=C(c1ccco1)N1CCN(C(=O)c2cccs2)CC1	-1%	-10	-6%	-11%	-4%	-3%	-1%	6%	20%
31	O=S(=O)(c1ccccc1)c1nnn2c1nc(NC1CCN(Cc3ccccc3)CC1)c1cc(Cl)ccc12	-4%	-5	8%	0%	-11%	-1%	-1%	24%	22%
32	O=C1NCCc2c1[nH]c1ccccc21	?	0	14%	-2%	5%&-10%	-1%	-3%&1%	-3%&-4%	7%&23%
33	CC1CCN(CCOCCOc2ccc(Br)cc2Cl)CC1	-21%	?	11%	-3%	4%	-4%	-4%	2%	6%
34	Cc1ccc(-c2noc(CSc3nnc(C)n3-c3ccc(C)cc3)n2)cc1	-4%	-7	26%	-20%	3%	2%	-7%	·	7%
35	COC(=O)C(Cc1c[nH]c2ccccc12)NC(=O)c1ccccc1Br (configuration not stated)	-7%	-9	-10%	-5%	-2%	-1%	0%	2%	24%
36	CCOC(=O)N1CCC2(CC1)C(C#N)=C(N)Oc1n[nH]c(C)c12	-8%	1	-8%	-9%	-6%	-4%	-3%	8%	4%
37	CCOC(=O)C(Cc1c[nH]c2ccccc12)NC(=O)COc1ccc(CC)cc1 (configuration not stated)	-13%	-5	-5%	-23%	-4%	?	-7%	·	-3%
38	CN1CCN(C(=S)Nc2cc(S(=O)(=O)N3CCOCC3)ccc2Cl)CC1	6%	-12	27%	-1%	-4%	-1%	4%	-1%	1%
39	COc1cc2c(NC3CCN(C)CC3)nc(N3CCCN(C)CC3)nc2cc1OCCCCCCN(C)C	·	7	?	-10%	·	-5%	·	·	·
40	COc1ccc(C(=O)NCC(=O)N/N=C/C(C)=C/c2ccco2)cc1OC	-3%	8	?	-29%	-8%	-4%	-6%	-3%	-24%
41	CNC(=O)c1cccn1-c1ccsc1C(=O)OC	-6%	-7	4%	-11%	-3%	-4%	2%	-2%	5%
42	O=C(c1cc2ccccn2n1)N1CCN(c2ccccn2)CC1	-17%	-4	27%	-20%	-6%	-5%	1%	5%	34%
43	O=C(OCc1ccccc1)c1cccc(-c2nnn(Cc3ccccc3)n2)c1	?	0	2%	0%	-8%	-2%	-9%	2%	3%
44	Cn1c(SCc2ccc(Br)cc2)nnc1-c1ccncc1	-4%	-11	1%	0%	-8%	-2%	3%	-3%	1%
45	Cc1ccc(-c2nc(N)sc2CC(=O)OCC(=O)NCCC(C)C)cc1	?	2	-5%	-24%	?	-2%	-12%	?	-12%
46	O=C(COC(=O)c1ccccc1NC(=O)c1ccccc1)c1ccc([N+](=O)[O-])cc1	-16%	-1	-13%	11%	5%	-1%	-3%	-1%	3%
47	COc1ccc2c(c1)C(c1ccc([N+](=O)[O-])cc1)=NNC(c1ccco1)=N2	-19%	-6	-25%	-5%[60.1 µM]	-12%	1%	-7%	18%	30%
48	COc1ccc(-c2nn3c(=O)cc(CN4CCN(C(=O)c5ccc(C(C)(C)C)cc5)CC4)nc3s2)cc1	-18%	-5	65%[activator]	-7%[60.1 µM]	-5%	0%	-7%	·	-9%
49	c1ccc2cc(CN3CCOCC3)ccc2c1	4%	1	?	4%	-13%	-5%	-5%	-5%	37%
50	CC(=O)Nc1ccc(S(=O)(=O)N(Cc2ccccc2)c2ccccc2F)cc1	?	-3	21%	1%	6%	-5%	1%	6%	29%
51	CCOc1cc(C(=O)N2CCOCC2)ccc1OCc1ccccc1	-20%	-1	-9%	-1%	-5%	-5%	-1%	-6%	0%
52	CC(=O)N(C)N1c2ccccc2CCc2ccccc21	-12%	-3	28%	-3%	-16%	-3%	-4%	2%	-19%
53	COc1ccc(OC)c(S(=O)(=O)Nc2ccccc2C(=O)N2CCCCC2)c1	-1%	0	-11%	-19%	·	-4%	·	3%	·
54	COc1ccc(-c2cnnc(N/N=C/c3ccc(O)c(O)c3)n2)cc1	20µM*	13	8.9µM*	25µM*	-21%	9%	-16%	20µM*	3.5µM*
55	O=C(Cc1nc2ccccc2[nH]1)c1ccc(Cl)cc1	-17%	0	51%[activator]	-7%	1%	?	-9%	-6%	32%

# Single records (already shown).
# `CC(=O)N(C)N1c2ccccc2CCc2ccccc21` is entered as Pol eta inh: -12%; LDHA inh: -3; POLI inh: 28%; Pol kappa inh: -3%; Apoferritin bind: -16%; Glioma ERSR ind: -3%; BLM helicase inh: -4%; APEX1 inh: 2%; Pol beta inh: -19%
# `CN1CCN(C(=S)Nc2cc(S(=O)(=O)N3CCOCC3)ccc2Cl)CC1` is entered as Pol eta inh: 6%; LDHA inh: -12; POLI inh: 27%; Pol kappa inh: -1%; Apoferritin bind: -4%; Glioma ERSR ind: -1%; BLM helicase inh: 4%; APEX1 inh: -1%; Pol beta inh: 1%

# The list is partial (hit frequency here may not be typical).
